KCNH2 3.1 block = KCNH2 3.1 (human) potassium channel inhibition. U2OS KCNH2 3.1, thallium flux FluxOr; active compounds read low. activity change, % (tested at about 1.8 µM). 0.95% of 340,000 active. AID 720553;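 active = maximum activity change below -70%; inconclusive = maximum activity change from -70% to -50%; inactive = maximum activity change above -50%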;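 note: thallium influx rate constant from kinetic fluorescence after stimulation buffer; % is set by controls: 0 for no effect and ±100 for the full control effect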
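U2OS cells transduced with KCNH2 3.1 mutant virus (1.77 x 10^8 /mL, 4 h), plated overnight at 37 C, loaded 45 min with FluxOr dye plus Red40 quencher. Thallium flux rate constant from kinetic reads after stimulation buffer, normalised to controls.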
FLuc counter = inhibits or activates purified firefly luciferase, miR-21 counter-screen | P08659 | purified FLuc, Km substrates, luminescence inhibition | Potency, µM (highest dose often 57.5 µM), for inactives: top-dose activity change, negative = inhibition, usual class: inhibitors | 6.9% of 360,000 active;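 note: potency is the fitted concentration of half-maximal effect; plate controls were vehicle for no effect and reference inhibitor for full effect; nearly all actives have a fitted effect of over 55% in size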
Target sequence (P08659 whole entry, looked up): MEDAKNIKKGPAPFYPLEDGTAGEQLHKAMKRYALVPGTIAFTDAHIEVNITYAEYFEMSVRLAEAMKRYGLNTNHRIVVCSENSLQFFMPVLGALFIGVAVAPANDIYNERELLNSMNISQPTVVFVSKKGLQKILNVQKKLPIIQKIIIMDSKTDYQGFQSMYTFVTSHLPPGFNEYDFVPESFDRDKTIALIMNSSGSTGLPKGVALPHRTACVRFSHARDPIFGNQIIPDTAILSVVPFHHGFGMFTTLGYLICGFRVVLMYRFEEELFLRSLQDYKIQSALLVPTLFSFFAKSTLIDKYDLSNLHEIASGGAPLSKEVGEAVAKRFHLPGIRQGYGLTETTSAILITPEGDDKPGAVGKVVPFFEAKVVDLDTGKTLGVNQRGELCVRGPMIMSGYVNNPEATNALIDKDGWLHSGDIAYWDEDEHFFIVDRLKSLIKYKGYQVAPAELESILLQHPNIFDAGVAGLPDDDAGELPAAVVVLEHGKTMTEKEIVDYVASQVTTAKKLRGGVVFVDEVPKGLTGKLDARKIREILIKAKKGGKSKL
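Purified P. pyralis luciferase, 10 nM final, with Km-level 10 uM D-luciferin and 10 uM ATP in 50 mM Tris acetate pH 7.5, 10 mM Mg acetate, 0.01% Tween-20, 0.05% BSA; 6-point qHTS titration about 60 µM downward; luminescence read.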
Rab9 prom act = activators of Rab9 promoter; Huh7 Rab9 promoter-luciferase reporter, luminescence, 24 h; Potency, µM (titrated, usually from 9.22 µM), for the others: top-dose activation, negative = inhibition, most hits filed as activators; 2.8% of 320,000 active; AID 485297; note: potency is the fitted concentration of half-maximal effect; % of control where 0% means no effect; nearly all actives have a fitted effect of over 60% in size
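Huh7 reporter line, Rab9 promoter upstream of luciferase. Compound exposure 24 h at 37 °C in reduced-serum medium with 10% FBS. Read-out: luminescence.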
Tb PFK block = blocks T. brucei phosphofructokinase | O15648 | T. brucei PFK, ADP-Glo luminescence | Potency, µM (series often up to 57.5 µM), for inactives: at the top dose activity, negative = inhibition, most hits filed as inhibitors | 0.17% of 330,000 active;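 note: potency is the fitted concentration of half-maximal effect; 0% = uninhibited 1x PFK enzyme wells and -100% = no-enzyme wells; nearly all actives have a fitted effect of over 60% in size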
Target sequence (O15648 whole entry, looked up): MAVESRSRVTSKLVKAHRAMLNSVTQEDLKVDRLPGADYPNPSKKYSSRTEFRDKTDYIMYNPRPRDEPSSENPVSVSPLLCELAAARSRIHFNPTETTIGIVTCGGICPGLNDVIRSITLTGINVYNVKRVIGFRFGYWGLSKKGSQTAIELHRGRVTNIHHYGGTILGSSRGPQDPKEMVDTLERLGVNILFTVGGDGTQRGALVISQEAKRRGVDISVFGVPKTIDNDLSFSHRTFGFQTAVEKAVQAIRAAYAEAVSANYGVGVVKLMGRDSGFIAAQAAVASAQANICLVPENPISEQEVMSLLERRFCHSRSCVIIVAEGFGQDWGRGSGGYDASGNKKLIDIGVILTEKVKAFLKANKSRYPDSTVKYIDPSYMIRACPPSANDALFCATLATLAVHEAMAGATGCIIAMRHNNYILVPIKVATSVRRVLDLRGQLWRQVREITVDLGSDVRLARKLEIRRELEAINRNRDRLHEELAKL
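Luminescent ADP detection (ADP-Glo, two-step: ATP depletion then ADP-to-ATP conversion for luciferase) reported PFK activity after 45 min room-temperature reaction of 1.25 nM enzyme with 0.5 mM F6P and 0.1 mM ATP at pH 8.0.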
uPA generation = blocks generation of uPA at the cell surface | Potency, µM (top dose mostly 38.3 µM), without a hit: top-dose activity change, negative = inhibition, most hits filed as inhibitors | cell surface uPA generation assay, qHTS | 0.31% of 330,000 active; active = well fitted inhibition curve with a large enough effect; inconclusive = small, poorly fitted or top-dose-only effect; inactive = no such curve, though single readings can be large or run the other way; tested in mouse RAW 264.7 cells; note: potency is the fitted concentration of half-maximal effect; % is set by controls: 0 for no effect and ±100 for the full control effect; nearly all actives have a fitted effect of over 55% in size
ELG1 genotox = genotoxicity induction in ELG1-luciferase HEK293T cells; 1.3% of 330,000 active; Potency, µM (titrated, usually from 46 µM), for the others: at the top dose activity change, positive = activation, most hits filed as activators; AID 504466; HEK293T ELG1-luciferase reporter, luminescence, 16 h; note: potency is the fitted concentration of half-maximal effect; % of control where 0% means no effect; nearly all actives have a fitted effect of over 60% in size
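After overnight (16 hr) compound treatment at 37 °C, ELG1-luciferase HEK293T cells were lysed with ONE-Glo; luminescence quantified 30 min later at room temperature.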
Giardia killer = Giardia lamblia killing; Giardia lamblia trophozoite viability; 0.15% of 340,000 active; activity change, % at 7.66 µM, hits read low; in the data active = activity change below about -80%; inconclusive = between about -30% and that limit;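 note: parasites exposed to compound for two days anaerobically before the ATP read; % is set by controls: 0 for no effect and ±100 for the full control effect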
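Giardia lamblia trophozoites (100 cells/well) were incubated with compounds for 48 h at 37 deg C under anaerobic conditions. Viability was read as ATP content by one-step luminescence after 15-30 min at room temperature.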
Coupling enz = coupling enzyme interference in Giardia aldolase counter-screen. 0.67% of 290,000 active. activity change, negative = inhibition, % at 58.2 µM, hits read low. coupling enzyme system counterscreen, AmpLite Red fluorescence; in the data active = activity change below about -30%; note: % is set by controls: 0 for no effect and ±100 for the full control effect
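Compounds tested against the coupling enzymes alone at 57.5 uM final; readout was AmpLite Red fluorescence (525/598 nm) after 20 min at RT.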
Gal4-VP16 FLuc = inhibits Gal4-VP16 luciferase reporter, ROR gamma counter-screen; Potency, µM (doses to about 53.6 µM), for the others: top-dose activity, negative = inhibition, most hits filed as inhibitors; 3.5% of 310,000 active; Drosophila S2 Gal4-VP16 UAS-luciferase, luminescence, 20 h; AID 2546;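 note: Gal4-VP16 expression switched on by copper sulfate through the metallothionein promoter; potency is the fitted concentration of half-maximal effect; % is set by controls: 0 for no effect and ±100 for the full control effect; nearly all actives have a fitted effect of over 50% in size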
RORgamma inh = ROR gamma (mouse) transcription inhibition; P51450; Drosophila S2 Gal4-RORgamma UAS-luciferase reporter, 20 h; Potency, µM (titrated, usually from 53.6 µM), for inactives: at the highest dose activity change, negative = inhibition, actives largely listed as inhibitors; 5.4% of 310,000 active; AID 2551; note: potency is the fitted concentration of half-maximal effect; % is set by controls: 0 for no effect and ±100 for the full control effect; nearly all actives have a fitted effect of over 60% in size
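Using a luciferase readout, inhibitors were identified by reduced reporter activity in Drosophila cells coexpressing a copper-inducible Gal4–ROR gamma fusion and UAS-driven Photinus luciferase, incubated 20 hr after 700 uM copper sulfate.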
NPC1 promoter act = NPC1 promoter activation | Huh7 NPC1 promoter luciferase reporter, 24 h | Potency, µM (series often up to 9.22 µM), for the others: top-dose activation, most hits filed as activators | 2.4% of 320,000 active | AID 485313;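 note: potency is the fitted concentration of half-maximal effect; % of control where 0% means no effect; nearly all actives have a fitted effect of over 60% in size; reporter is driven by a mutant NPC1 promoter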
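Huh7 cells stably carrying NPC1 promoter–luciferase, plated in Opti-MEM with 10% FBS for 2 h, were exposed to compound in DMSO for 24 h at 37 °C; luciferase reagent was added for 10 min and luminescence read.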
* hit, by the source's call; ? = inconclusive; nt = not tested or not shown; & = joins results of further samples; [ ] = remark or other dose. Unless noted, calls come from the whole dose curve; as a rule, active = well fitted curve in the direction sought with a large enough effect; inconclusive = small, poorly fitted or top-dose-only effect, or another doubt; inactive = no such curve, though single readings can be large; an effect the other way counts as inactive or inconclusive. Random draw from the library; overall some 14% were active at least once.

canonical_smiles | KCNH2 3.1 block | FLuc counter | Rab9 prom act | Tb PFK block | uPA generation | ELG1 genotox | Giardia killer | Coupling enz | Gal4-VP16 FLuc | RORgamma inh | NPC1 promoter act
COCCn1nnnc1C(c1ccc(Cl)cc1)N1CCN(C(=O)c2ccco2)CC1 (stereo not given) | 8 | 5% | -2% | 6% | -4% | 2% | 17 | 0 | 3% | -12% | -6%
CCC(C)NC(=O)CC(c1ccccc1)c1cc(C)ccc1O (stereo not given) | -5 | 1% | 3% | 0% | 5% | -2% | 2 | 0 | 4%[10 µM] | 22% | -5%
Cc1ccc(Nc2nc(=O)c3cc([N+](=O)[O-])ccc3s2)cc1 | -3 | -4% | 6% | -2% | 0% | 0% | ? | 3 | -12% | 21% | 9%
COc1ccc(S(=O)(=O)Nc2c(C)nn(C)c2C)cc1Br | 8 | nt | nt | 5% | 19% | -5% | 5 | nt | nt | nt | nt
CC1=C(C)C(O)N(Cc2ccccc2)C1=O (stereo not given) | 29 | 3% | 1% | 5% | 2% | 4% | -22 | 3 | 0% | 6% | -3%
CCc1nccn1S(=O)(=O)c1ccc2ccccc2c1 | 24 | -13% | 3% | -6% | 1% | 2% | -15 | 0 | 7% | -4% | 10%
CC1Oc2ccccc2N(Cc2ccccc2Cl)C1=O (stereo not given) | -10 | -1% | -3% | 1% | nt | 1% | -22 | -1 | 2% | -27% | 1%
O=C(/C=C/c1ccc2c(c1)OCCO2)c1ccccc1 | 10 | 0.48µM* | 1µM* | 1% | -10% | ? | -15 | -2 | ? | 12% | 2.8µM*
CN(C(=O)CSc1nnc(N)s1)c1c(N)n(Cc2ccccc2)c(=O)[nH]c1=O | 4 | 5% | 0% | 9% | 10% | -1% | 4 | 1 | ? | -13% | -3%
COc1cc2c(cc1OC)CN(C(=O)c1oc3ccccc3c1C)CC2 | 0 | 0% | -13% | 5% | -3% | -6% | 13 | 2 | -2% | 14% | -5%
O=C(Nc1ccccc1)c1ccc(NC2CCCCC2)c(S(=O)(=O)N2CCOCC2)c1 | -15 | -1% | 15% | 0% | -2% | -6% | -6 | 0 | 11% | 4% | -2%
O=C(NCc1ccccc1Cl)C(=O)NCC1OCCN1S(=O)(=O)c1ccc(F)cc1 (stereo not given) | 0 | -4% | 8% | -2% | 22% | -11% | -11 | 1 | 7% | 14% | -2%
COc1ccc(C)cc1NC(=O)c1sc2ncnc(N3CCN(c4ccccn4)CC3)c2c1C | ? | -5% | -8% | -2% | 2% | -25% | 1 | -3 | 3% | 7% | -4%
COc1cc(Br)c(CC(=O)NC2CC2)cc1OC | 4 | 4% | 4% | 6% | -1% | -3% | -17 | -1 | 2% | -24% | -4%
CCOc1ccc(NC(=O)C2CCN(S(C)(=O)=O)CC2)cc1 | -7 | -1% | 4% | -5% | ? | 2% | 11 | 2 | 2% | 13%[1.91 µM] | -6%
CCC(C)(C)NC(=O)C(c1ccc(C)cc1)N(Cc1ccco1)C(=O)CCC(=O)Nc1nccs1 (stereo not given) | -18 | 0% | -2% | -3% | -2% | -8% | 11 | 1 | -7% | -7% | -1%
O=C(N[C@@H]1c2ccccc2CC[C@@H]1OCc1ccccc1)c1ccc(C(F)(F)F)cc1 | -11 | nt | nt | 3% | -2% | 10% | -3 | nt | nt | nt | nt
Cc1cccc(NC(=O)c2ccccc2NC(=O)C2CCCCC2)c1C | -6 | 17µM* | -2% | -1% | -21% | ? | 4 | 3 | 1% | 32% | 2%
O=C(NCC1CCCO1)c1nn2c(C(F)(F)F)cc(-c3ccc(Br)o3)nc2c1Br (stereo not given) | 3 | -3% | -1% | 0% | -4% | -1% | 2 | 1 | 3% | ? | -1%
CCC(C(=O)NC(C)CCc1ccco1)n1nc(C)n2c(cc3occc32)c1=O (stereo not given) | 3 | 3% | -6% | -2% | 4% | -3% | -6 | -2 | -2% | 39% | -5%
O=C1CCC(C(=O)OCc2nnc(-c3ccccc3)o2)=NN1 | 2 | -19% | 2% | 0% | 2% | ? | 4 | nt | nt | nt | -2%
COc1ccc(C(=O)CNc2ccc(C)cc2C)cc1 | 7 | 12µM* | 36% | 3% | -6% | 12% | -4 | -1 | 5% | ? | 23%
COc1cccc(C(=O)CC(=O)C(=O)Nc2ccc([N+](=O)[O-])cc2C)c1 | 12 | 0% | 0% | -23% | -19% | -5% | 2 | 0 | -23% | ? | -4%
O=S(=O)(c1ccccc1)C(/C=N\O)/C=C/c1ccccc1 (stereo not given) | 5 | ? | -2% | -7% | -2% | 1% | 22 | 2 | 3% | ? | 9%
CC(NC(=O)c1ccc(Br)cc1)c1ccc2c(c1)CCCC2 (stereo not given) | -15 | 2% | -2% | 1% | 0% | 0% | 25 | -2 | ? | ? | -4%
CCC(=O)NCc1cc(-c2nn(C)c(=O)c3ccccc23)ccc1OC | 13 | 0%&-1% | -2% | 0% | -6% | ? | -6 | 1 | -9% | -23% | -1%
COCCN(CC(=O)Nc1cccc(C)c1C)C(=O)Cn1cnc2ccccc2c1=O | -9 | 3% | -4% | -3% | 6% | 0% | 15 | nt | nt | nt | -2%
C/C(=N\S(=O)(=O)c1ccc(C)cc1)NC(=S)Nc1ccc(C)cc1 | 4 | -17% | 16% | 0% | 8% | 3% | -5 | 2 | ? | ? | 2%
COC(=O)Cn1c(=O)c2c(nc3n2CC(C)CN3CCc2ccccc2)n(C)c1=O (stereo not given) | 0 | -1% | -3% | -1% | ? | -11% | 13 | -2 | 7% | -8% | 2%
COc1ccc(C2C(C#N)=C(N)Oc3c2oc(CO)cc3=O)cc1 (stereo not given) | 22 | -3% | 8% | -11% | 4% | 7% | 8 | -24 | -19% | 20% | -1%
N/C(=N\OC(=O)/C=C/c1ccccc1)c1cccnc1 | -4 | 12µM* | 11% | 1% | -7% | ? | 1 | -4 | -11%[10 µM] | -2% | 0%
Cc1cccc(C)c1NC(=O)CCCN1CC(C)OC(C)C1 (stereo not given) | -7 | 0% | 6% | -4% | 1% | 6% | 4 | 2 | 3% | -11% | 0%
CCOc1ccccc1-n1nnnc1SCC(=O)Nc1cc2oc3ccccc3c2cc1OC | 4 | -1% | -8% | 11% | 1% | -3% | -1 | 3 | 2% | 10% | 0%
Cc1cccc(NC(=O)N2CCCCCC2)c1C | -4 | -4% | 0% | -1% | 1% | 0% | 26 | nt | -17% | 18% | 9%
O=C(C1Cc2ccccc2CN1S(=O)(=O)c1ccccc1[N+](=O)[O-])N1CCOCC1 (stereo not given) | -22 | nt | nt | 3% | -12% | 4% | 5 | nt | nt | nt | nt
O=C(NCCO)c1cccc2c1C(=O)c1ccccc1-2 | -5 | -10% | -11% | 1% | -7% | -5% | 18 | 1 | -12% | -27% | -4%
Cc1cccc(-c2nnc(NC(=O)c3cccs3)s2)c1 | -12 | 7.6µM* | 20% | -4% | 14% | 10% | 0 | 3 | 0% | -38% | 27%
O=C(CCNS(=O)(=O)c1ccc(Br)cc1)NC1CCC(O)CC1 (stereo not given) | 2 | -2% | -4% | -9% | -5% | 1% | -21 | nt | nt | nt | -2%
COc1ccccc1/C=C/C=N/n1c(-c2ccncc2)n[nH]c1=S | -29 | 12µM* | 2% | -7% | 7% | 3% | 17 | 4 | ? | ? | -4%
CCN(CC)CCOC(=O)c1ccc(NC(=O)CCCN2C(=O)/C(=C\c3cccs3)SC2=S)cc1 | -15 | 0% | -22% | 12% | -14% | -14% | -12 | nt | 11µM* | 11µM* | -6%
COCCN(C(=O)CSc1nnc(-c2ccccc2F)n1C)c1c(N)n(Cc2ccccc2)c(=O)[nH]c1=O | -13 | -2% | 0% | -1% | -2% | 0% | -13 | 5 | 0% | 5% | -1%
